TDP1 block – TDP1 (human) enzyme inhibition; recombinant TDP1, AlphaScreen DNA substrate cleavage; Potency, µM (top dose mostly 130 µM), for the others: top-dose activity change, negative = inhibition, usual class: inhibitors; 350,000 compounds, 0.28% hits; also: nearly all actives have a fitted effect of over 40% in size
Target sequence (Q9NUW8 whole entry, looked up): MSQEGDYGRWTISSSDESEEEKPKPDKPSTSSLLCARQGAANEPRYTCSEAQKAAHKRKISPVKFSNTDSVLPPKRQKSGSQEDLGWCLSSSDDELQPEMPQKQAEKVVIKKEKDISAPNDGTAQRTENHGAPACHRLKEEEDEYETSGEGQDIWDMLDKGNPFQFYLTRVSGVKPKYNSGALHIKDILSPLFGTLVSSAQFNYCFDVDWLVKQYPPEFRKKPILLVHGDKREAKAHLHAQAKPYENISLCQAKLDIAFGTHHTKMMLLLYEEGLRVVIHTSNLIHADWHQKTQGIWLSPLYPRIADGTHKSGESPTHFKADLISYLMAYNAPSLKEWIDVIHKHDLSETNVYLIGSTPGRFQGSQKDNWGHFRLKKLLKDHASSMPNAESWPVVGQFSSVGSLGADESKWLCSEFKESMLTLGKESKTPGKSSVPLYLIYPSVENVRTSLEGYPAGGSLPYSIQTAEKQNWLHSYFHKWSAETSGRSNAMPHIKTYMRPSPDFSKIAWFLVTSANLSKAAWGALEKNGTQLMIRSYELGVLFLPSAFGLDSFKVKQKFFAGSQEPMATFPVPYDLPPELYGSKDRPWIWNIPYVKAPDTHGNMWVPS
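Compounds were preincubated with Tdp1 (1 nM final) for 15 min at room temperature before substrate (15 nM final) started a 5 min reaction; beads (10 ug/ml final) were then added for 10 min before AlphaScreen detection.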
N370S GC – inhibitors or activators of N370S glucocerebrosidase for Gaucher disease. N370S GC spleen homogenate, 4MU-glucoside fluorescence. Potency, µM (highest dose often 59.4 µM), inactives show at the top dose activity change, negative = inhibition, actives largely listed as inhibitors. 330,000 compounds, 0.092% hits. AID 2101;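 also: 0% = full enzyme activity and -100% = no enzyme basal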
TDP1 cell noCPT – qHTS for Inhibitors of human tyrosyl-DNA phosphodiesterase 1 (TDP1): qHTS in cells in absence of CPT; DT40 Tdp1-/- hTDP1 cells, no CPT, ATP luminescence, 48 h; Potency, µM (top dose mostly 46.2 µM), inactives show at the top dose activity change, negative = growth inhibition, usual class: inhibitors; 420,000 compounds, 15% hits; also: nearly all actives have a fitted effect of over 55% in size
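Seeded 400 DT40-hTDP1 cells/well (vehicle DMSO, no 20 nM CPT); pinned compounds; ≥48 hr at 37 °C; CellTiter-Glo luminescence as viability measure.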
* = called active by the depositor; ? = inconclusive; . = no result given; & = joins results of further samples; [ ] = remark or other dose. Calls follow the shape of the dose curve; as a rule, active = well fitted curve in the direction sought with a large enough effect; inconclusive = small, poorly fitted or top-dose-only effect, or another doubt; inactive = no such curve, though single readings can be large; an effect the other way counts as inactive or inconclusive. Unless noted, % is scaled to controls: 0 for no effect and ±100 for the full control effect; potency is read from the fitted curve at half-maximal effect. This is a subset (hit frequency here may not be typical).

SMILES	TDP1 block	N370S GC	TDP1 cell noCPT
Cc1ccc(S(=O)(=O)N2[C@@H](c3ccc(Cl)cc3)C(C(=O)O)=CC[C@H]2c2cccc(C)c2)cc1	-0.8%	-9.1%	3.6%
CC(C)(C)NCC(O)COc1nsnc1N1CCOCC1 (stereo not drawn)	9.5%[56.1 µM]	-4.7%	.
CCOc1ccc(N(C(=O)c2snc(C(N)=O)c2N)C(C)C(=O)NC2CCCCC2)cc1 (stereo not drawn)	19.5%	1.8%	-21.8%
COc1ccc(N(CC(=O)NCc2ccc(F)cc2)C(=O)c2snc(C(N)=O)c2N)cc1	4.6%	-1.4%	-0.7%
COc1ccc(Sc2nnc(Cc3ccccc3)c3ccccc23)cc1	2.8%	?	?
COCCn1c(C)cc(C(=O)CSc2nnc(C)s2)c1C	1.0%	0.6%	-21.6%
COC(=O)c1c(C(=O)OC)c(-c2ccc(OC)cc2)n2c1CCC2	.	3.7%	-17.3%
CC(C)N(CC(O)COc1ccc(CC(N)=O)cc1)CC(O)COc1ccc(CC(N)=O)cc1 (stereo not drawn)	.	-11.1%	?
Cc1noc(C)c1COc1ccccc1C(=O)NCCc1ccc(S(N)(=O)=O)cc1	2.5%	0.3%	1.5%
Nc1c(C=C2C=CC(=O)C=C2)c(=O)nc2sc(CC(=O)N3CCOCC3)nn12	2.6%	-11.3%	1.0%
Cc1cc(C=O)c(C)n1-c1cc(C(=O)O)cc(C(=O)O)c1	-2.4%	-0.4%	2.3%
O=C(COC(=O)Cc1ccc(Cl)cc1)Nc1c(F)cccc1F	-1.6%	-6.6%	3.4%
O=C(CCS(=O)(=O)c1cc(Br)cc2c1N(C(=O)C1CC1)CC2)NCc1ccc(Cl)cc1	0.0%[12.3 µM]	.	?
O=C(NCCCN1CCCCC1)c1ccc2c(c1)NC(=O)C(N1CCCCC1)S2 (stereo not drawn)	5.2%	7.4%	-18.9%
CC1CCC(=NNC(=O)c2ccccc2-n2cccc2)CC1 (stereo not drawn)	-9.1%[0.505 µM]	3.4%	?
Cc1c(C(=O)O)sc2nc(/C=C/c3cccc(F)c3)[nH]c(=O)c12	.	-2.1%	-18.2%
CC(=O)c1ccc(NC(=O)C2CCC(CNS(=O)(=O)c3ccc(Br)s3)CC2)cc1 (stereo not drawn)	5.0%	.	-14.2%
CCc1ccc(NC(=O)CSc2nc3cc(C(=O)OC)ccc3c(=O)n2Cc2ccco2)cc1	-6.4%	3.3%	10.3µM*
CCn1c(SCC(=O)NCc2ccco2)nnc1-c1ccc(N)cc1	-2.0%	6.1%	-25.1%
O=C(O)COn1c(-c2ccccc2)nc2ccc([N+](=O)[O-])cc21	25.1µM*	1.9%	?
CCC(C(=O)Nc1ccc2c(c1)OCCO2)n1c(=O)[nH]c2ccccc2c1=O (stereo not drawn)	3.9%	?	-0.6%
COc1ccc2[nH]cc(C(=O)CN3CCN(C/C=C/c4ccccc4)CC3)c2c1	4.1%	-0.4%	.
CCN1C(=O)/C(=C/C=C2/Sc3ccccc3N2CCO)SC1=S	6.5%	0.1%	?
COc1ccc(CN(Cc2ccco2)c2cnc(S(C)(=O)=O)nc2C(=O)Nc2ccc(C)cc2C)cc1	3.6%	.	?
COc1nc(OC)nc(N2CCC(C(=O)NCc3ccc(F)cc3)CC2)n1	4.0%	9.9%	-21.8%

A second format for part of the listing above:
| SMILES | TDP1 block | N370S GC | TDP1 cell noCPT |
| --- | --- | --- | --- |
| COC(=O)c1c(C(=O)OC)c(-c2ccc(OC)cc2)n2c1CCC2 | . | 3.7% | -17.3% |
| CC(C)N(CC(O)COc1ccc(CC(N)=O)cc1)CC(O)COc1ccc(CC(N)=O)cc1 (stereo not drawn) | . | -11.1% | ? |
| Cc1noc(C)c1COc1ccccc1C(=O)NCCc1ccc(S(N)(=O)=O)cc1 | 2.5% | 0.3% | 1.5% |
| Nc1c(C=C2C=CC(=O)C=C2)c(=O)nc2sc(CC(=O)N3CCOCC3)nn12 | 2.6% | -11.3% | 1.0% |
| Cc1cc(C=O)c(C)n1-c1cc(C(=O)O)cc(C(=O)O)c1 | -2.4% | -0.4% | 2.3% |
| O=C(COC(=O)Cc1ccc(Cl)cc1)Nc1c(F)cccc1F | -1.6% | -6.6% | 3.4% |

Continued.
SMILES	TDP1 block	N370S GC	TDP1 cell noCPT
CC[C@]12c3[nH]c4cc(CCC(=O)N(C)C)ccc4c3CCN1C(=O)[C@@H](CC(=O)NCc1ccco1)C[C@@H]2C(=O)N1CCN(C(=O)c2ccco2)CC1	0.4%[56.1 µM]	.	-10.2%
COc1ccc(S(=O)(=O)NCc2ccc3c(c2)CCN3C(=O)c2ccc(C)cc2)cc1Cl	8.1%	.	16.4µM*
Cn1c(SCC(=O)c2c(N)n(C)c(=O)n(C)c2=O)nnc1-c1ccc(F)cc1	-1.1%	-3.8%	-28.2%
Cc1nc2[nH]c(=O)c3c(n2n1)NC1=C(C(=O)CC(C)(C)C1)C3c1ccccc1 (stereo not drawn)	6.3%	27.2%	10.8%
Cc1nc(CNS(=O)(=O)c2cc(F)ccc2F)cs1	3.2%	3.6%	-0.2%
Cc1cccc(NC(=O)CSc2nc3ccccc3nc2N2CCC(C)CC2)c1	-1.1%	.	20.6µM*
CCOC(=O)CC(=O)CSc1nnc2c(n1)[nH]c1ccccc12	3.8%	-3.0%	?
COc1cc(OC)cc(C(=O)NNc2nc3cc4c(cc3s2)OCO4)c1	8.2%	-4.6%	-0.6%
COc1ccc2c(c1)c1c(c(=O)n(Cc3ccccc3)c(=O)n1Cc1cccc(Cl)c1)n2C	2.8%	.	?
O=C(CCCn1cnc2ccccc2c1=O)Nc1ccccc1F	.	-5.8%	4.7%
CCN(CC)CCN(C(=O)c1ccc2c(c1)OCCO2)c1nc2cc3c(cc2s1)OCO3	8.5%	-5.9%	-14.5%
O=C(NN=C1CCCC1)c1ccn[nH]1	2.7%	9.3%	1.7%
Cc1c(Cl)cccc1NC(=O)Cn1nnc(-c2nc(-c3ccccc3)no2)c1N	2.8%	.	5.0%
COC(=O)NCC(c1cccnc1)N1CCN(c2ccccc2F)CC1 (stereo not drawn)	0.0%	1.8%	7.3%
C=CCNC(=O)C(C(=O)OCC)C1CCCCC1 (stereo not drawn)	2.5%	1.4%	2.3%
O=C(N/N=C/c1c(Cl)cccc1Cl)c1ccc(F)cc1	2.0%	4.1%	-16.6%
CC1(C)CCc2cc(-c3ccnc(=S)[nH]3)ccc2O1	8.6%	4.2%	?
CC1CCN(CC[C@H]2CCCN2S(=O)(=O)c2cccc(O)c2)CC1	8.0%	-16.9%&2.1%&-10.0%	-18.2%&-22.7%
COc1cccc(CN(C)C(=O)[C@@H](NC(=O)c2ccc(C)cc2)C(C)C)c1	.	-5.0%	20.6µM*
CNS(=O)(=O)c1ccc(NCC2COc3ccccc3O2)c([N+](=O)[O-])c1 (stereo not drawn)	6.9%	2.0%	?
Cc1ccc(S(=O)(=O)N[C@@H](Cc2ccccc2)C(=O)N2CCC(C(=O)N[C@H](C(=O)O)C(C)O)CC2)cc1 (stereo partly drawn)	.	-3.3%	10.3%
CC(C)Cc1nnc(NC(=O)c2cc(-c3ccncc3)nc3ccccc23)s1	8.7%	-5.5%	-18.8%
Cc1ccc(CC(=O)Nc2nncs2)cc1	0.0%	1.0%	-2.4%
O=C(CSCc1cnn(-c2ccccc2)c1-n1cccc1)NCC1CCCO1 (stereo not drawn)	3.9%	7.9%	?
C=CCn1c(COc2ccc(F)cc2)nnc1SC(C)C(=O)NCC1CCCO1 (stereo not drawn)	0.9%	.	-22.4%

Going on with the list.
SMILES	TDP1 block	N370S GC	TDP1 cell noCPT
O=C(CSc1nnc(CNC(=O)c2c(F)cccc2Cl)o1)NCc1ccc2c(c1)OCO2	5.1%	10.6%	-9.9%
CC[C@H]1C(c2ccc(F)cc2)=NN(c2ccccc2)[C@@H]1CO	-16.4%[56.1 µM]	?	-21.6%
O=S(=O)(c1ccc(SCCOc2ccc(Br)cc2)nc1)N1CCCC1	-7.6%[56.1 µM]	.	16.4µM*
Cc1ccc(Nc2nc3c(c(=O)[nH]c(=O)n3C)n2Cc2ccc(F)cc2)cc1	2.5%	2.8%	-0.7%
COc1ccc(C(=O)Nc2ccc(N3CCOCC3)cc2)cc1S(=O)(=O)NC1CCCC1	2.5%	14.1%	-5.2%
O=C(Cc1ccccc1F)Nc1cc(Cl)ccc1N1CCCC1	.	-12.1%	-28.9%
O=C1c2[nH]nc(-c3ccccc3O)c2C(c2cccc(Cl)c2)N1CC1CCCO1 (stereo not drawn)	8.0%	0.7%	18.4µM*
COc1ccccc1N1CCN(Cc2cc(Br)c(O)c3ncccc23)CC1	8.8%	-9.3%	9.2µM*
CCc1nnc(NC(=O)CCC(=O)NCC2CCCO2)s1 (stereo not drawn)	3.1%	3.4%	-10.4%
O=C(NCc1ccccc1F)c1cccs1	-1.1%	0.9%	-1.1%
O=C(O)c1cn(Cc2ccccc2)c2ccccc2c1=O	2.6%	18.7%	-16.2%
COc1ccc(C)cc1NC(=O)C1CCN(S(=O)(=O)c2ccc3c(c2)CCCN3C(C)=O)CC1	3.3%	.	6.1%
COc1cccc(NC(=O)CSc2ccccn2)c1	-2.1%	-2.8%	-21.3%
Cc1cccc(C(=O)OCC(=O)c2ccc3c(c2)OCO3)c1O	-4.0%[56.1 µM]	-5.2%	?
N#Cc1ccccc1NC(=S)NC(=O)c1cccnc1	0.8%	-7.8%	1.4%
CCOC(=O)C1=C(C)NC(SC(C)=O)=NC1c1ccc(OC(C)=O)c(OC)c1 (stereo not drawn)	1.0%	-13.6%	-19.8%
Cc1ccc(S(=O)(=O)Nc2ccc3c(c2)CC(=O)N([C@H](C)CO)C[C@@H](C)[C@H](CN(C)Cc2ccc(-c4ccccc4)cc2)O3)cc1	4.8%	.	?
CCN1C(=O)/C(=C2/Sc3ccccc3N2CC)SC1=S	.	-9.8%	?
CN(C)C(=O)Cn1c(SCC(=O)NC2CCCCC2)nc2ccccc21	0.7%	12.6%	-8.6%
O=C(O)CC(SCc1ccc(C(=O)O)o1)C(=O)O (stereo not drawn)	0.0%	-17.7%	-6.7%
CCOc1cc(CN2CCN(c3ncccn3)CC2)ccc1OC	.	-1.2%	-19.6%
COc1ccc(C(=O)Nc2ccnn2C2CCN(CC3CC=CCC3)CC2)cc1 (stereo not drawn)	4.2%	-3.2%	-15.6%
COc1ccc(C(=O)n2c(-c3ccco3)nc3ccccc32)cc1	6.8%	21.2%	4.11µM*
Cc1ccc(C)c(N(C)C(=O)CCS(=O)(=O)c2cccc3nonc23)c1	2.8%	2.1%	-17.5%
C=CCn1c(=O)c2ccccc2n2c(SCc3nc(N)nc(Nc4ccccc4C)n3)nnc12	9.6%	-21.4%	?

Following part.
SMILES	TDP1 block	N370S GC	TDP1 cell noCPT
Cc1cccc(C(=O)Nc2ccccc2-c2nnn(CC(=O)Nc3ccc4c(c3)OCCO4)n2)c1	3.4%	2.1%	-29.8%
O=S(=O)(Nc1cccc(F)c1)c1ccc2[nH]c3c(c2c1)CCCCC3	6.3%	.	?
CNC(=O)CN(C1CCCCC1)S(=O)(=O)c1ccc(OC)c(Cl)c1	2.1%	2.0%	-18.9%
CCC(CC)c1nn2c(=O)cc(COc3ccc(NC(=O)c4ccc(Cl)cc4)cc3)nc2s1	3.8%	.	2.5%
COc1cc(/C=N/NC(=O)C(=O)NCc2ccco2)ccc1O	0.0%	-5.9%	-1.9%
C=C1CC(C(=O)N/N=C/c2ccccc2)C1	5.1%	15.0%	7.8%
O=[N+]([O-])c1ccc(CSc2ncnc3c2ncn3[C@@H]2O[C@H](CO)[C@@H](O)[C@H]2O)cc1	.	4.7%	13µM*
Cc1cc(C)c2c3c(sc2n1)C(=O)N(Cc1ccccc1)CC(=O)N3	5.3%	-1.1%	-22.1%
CCN(CC(=O)Nc1ccc(NC(C)=O)cc1)C(=O)/C=C/c1cn(-c2ccccc2)nc1-c1ccc(F)cc1	.	-0.7%	-1.1%
COCCN(C(=O)CCC(=O)Nc1cc(C)on1)C(C(=O)NC1CCCC1)c1ccc(C)cc1 (stereo not drawn)	-12.4%	-0.6%	0.326µM*
Cc1cccc(NC(=O)CN(C)S(=O)(=O)c2ccc(-c3ccc(=O)[nH]n3)s2)c1C	-2.7%	-6.0%	-4.1%
CCn1nc(C)c(CN2CCC(n3nccc3NC(=O)c3ccccc3OC)CC2)c1C	3.0%[56.1 µM]	-1.1%	0.4%
CC(C(=O)c1c[nH]c(C(N)=O)c1)c1ncc(C(F)(F)F)cc1Cl (stereo not drawn)	2.6%	-5.4%	5.7%
O=C(N[C@H]1C/C=C\C(c2cccc(F)c2)N(Cc2ccccc2)C(=O)C1)OCC1c2ccccc2-c2ccccc21 (stereo partly drawn)	0.1%[56.1 µM]	.	20.6µM*
CC(=O)Nc1ccc(NC(=O)C(C)OC(=O)/C=C/c2ccc3c(c2)OCO3)cc1 (stereo not drawn)	.	-1.8%	-2.0%
CCc1cc(=O)oc2c(CN3CCN(C)CC3)c(O)ccc12	.	?	-7.7%
COC(c1ccccc1)c1nnc(CCC(=O)N2CCN(C3CCCC3)CC2)o1 (stereo not drawn)	0.0%	5.6%	5.0%
O=C(COC(=O)c1cccc(S(=O)(=O)N2CCCC2)c1)Nc1ccccc1C(F)(F)F	-19.4%	-11.7%	-1.4%
Cc1ccc(CSCC(=O)N/N=C/c2cccc(OC3CSC3)c2)cc1	3.5%	7.8%	?
